# PG9 Ab binder: small molecules binding HIV-1 gp120 antibody PG9; TR-FRET gp120-PG9 antibody binding; inhibition, % at 6.7 µM; 0.43% of 360,000 active; in the data active means inhibition above about 8.5%
# PRMT1 inh: inhibitors of human PRMT1; Q99873; recombinant PRMT1, activity-based probe fluorescence polarization; inhibition, % at 2.79 µM; 1.3% of 370,000 active;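 active means inhibition above about 21% made by adding two undisclosed values, limit read from the data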
# Rev-erbA mod: modulates human Rev-erb alpha binding to DNA; Rev-erbα–FITC-DNA binding, fluorescence polarization, 90 min; activity, % at 10 µM; 0.79% of 370,000 active; AID 1259318;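 active means activity above about 14%, limit read from the data; passing the limit was not always enough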;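 further: 0% = DMSO wells with 35 nM protein and 100% = DMSO wells with 750 nM protein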
# Target sequence (P20393 whole entry, looked up): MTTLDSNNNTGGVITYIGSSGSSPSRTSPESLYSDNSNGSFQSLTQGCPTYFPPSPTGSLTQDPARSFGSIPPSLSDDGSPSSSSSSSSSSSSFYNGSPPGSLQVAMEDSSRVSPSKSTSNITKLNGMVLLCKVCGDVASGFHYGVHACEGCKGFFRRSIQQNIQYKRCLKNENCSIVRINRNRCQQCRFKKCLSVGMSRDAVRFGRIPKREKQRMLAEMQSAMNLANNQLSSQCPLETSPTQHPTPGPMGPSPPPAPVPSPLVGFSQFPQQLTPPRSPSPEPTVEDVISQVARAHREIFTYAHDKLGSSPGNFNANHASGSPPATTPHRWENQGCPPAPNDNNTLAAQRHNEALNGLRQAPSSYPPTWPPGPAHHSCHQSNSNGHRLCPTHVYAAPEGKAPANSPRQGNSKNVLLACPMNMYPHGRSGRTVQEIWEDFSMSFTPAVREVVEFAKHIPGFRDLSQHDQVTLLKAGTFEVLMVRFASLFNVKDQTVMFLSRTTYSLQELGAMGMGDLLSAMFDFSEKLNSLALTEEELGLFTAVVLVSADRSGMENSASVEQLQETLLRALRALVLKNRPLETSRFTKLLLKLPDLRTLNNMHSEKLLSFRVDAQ
# LEDGF integ inh: blocks HIV-1 LEDGF/p75-dependent DNA integration; TR-FRET IN-LEDGF/p75 DNA integration, Eu/Cy5; inhibition, % at 3.7 µM; 0.64% of 370,000 active;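 active means inhibition above the screen-wide mean plus 3 SD, cut at about 13% in these data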;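 further: signal is the Cy5 over europium emission ratio at 671 and 618 nm; 0% = plate median of compound wells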
# HTRA1 inh: blocks human HTRA1 serine peptidase. Q92743. recombinant HTRA1, FP-rhodamine activity-based probe, fluorescence polarization. inhibition, % at 5.96 µM. 0.5% of 340,000 active; in the data active means inhibition above about 36%;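 further: 0% = enzyme with DMSO and 100% = wells lacking enzyme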
# TCR-CD3 inh: inhibitors of human TCR-CD3 interaction; TAMRA-labeled TCR probe fluorescence, biochemical; inhibition, % at 9.4 µM; 0.37% of 360,000 active; in the data active means inhibition above about 19%;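 further: recombinant mutant TCR 2C K166C tagged with TAMRA read by polarization; 0% = receptor in buffer alone and 100% = receptor with positive control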
# mABHD4 FP: inhibits mouse alpha/beta hydrolase domain 4. AID 720543. inhibition, % at 8.92 µM. 0.54% of 370,000 active. purified mABHD4, FP-Rh probe fluorescence polarization;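 active means inhibition exceeding the mean over every tested compound plus 3 SD, cut at about 30% in these data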;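 further: 0% = plate median of compound wells and 100% = S159A mutant with DMSO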
#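 assay system = mABHD4 protein | compound dosing = single nominal dose of 8.92 µM, 0.89% DMSO final | read-out basis = percent inhibition of probe binding, normalized to plate controls | schedule = Enzyme–compound pre-incubation 45 min, then probe 60 min, both 25 °C | detection = fluorescence polarization, excitation 525 nm, emission 598 nm, BODIPY TMR filters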
# rCAG binder: r(CAG) repeat RNA binding; TO-PRO-1 dye displacement fluorescence; 1.3% of 370,000 active; inhibition, % at 3 µM;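 active means inhibition above the plate cutoff, the mean of all test compounds on that plate plus 3 SD, cut at about 35% in these data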;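 further: 0% = DMSO alone and 100% = 100 µM mitoxantrone as full dye displacement; higher means more dye released from RNA so lower well fluorescence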
# TDP2 absorb: TDP2 (human) inhibition, absorbance primary screen; recombinant TDP2, T5PNP hydrolysis, p-nitrophenol absorbance 415 nm; inhibition, % at 12.8 µM; 0.34% of 370,000 active;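 active means inhibition above the mean of all tested compounds plus 3 SD, set per campaign, cut at about 25% in these data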;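 further: 0% = DMSO with enzyme and 100% = buffer with substrate but no TDP2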
#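 System: recombinant human TDP2 / Amount: 120 nM TDP2 per well / Also added: 5 mM T5PNP chromogenic substrate / Doses: 12.8 µM single point, 1% DMSO / Incubation: 2 h at 37 °C / Detection: p-Nitrophenol epi absorbance / Evaluation: % inhibition relative to enzyme-containing and enzyme-free wells / Repeats: singlicate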
# SIAE primary: inhibitors of human sialic acid acetylesterase SIAE | SIAE FP-Rh probe binding, fluorescence polarization | inhibition, % at 9.66 µM | 0.69% of 370,000 active;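 active means inhibition above a cutoff: mean of compounds within the control limits plus 3 SD of those, cut at about 17% in these data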;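 further: 0% = plate median of compound wells and 100% = probe without SIAE protein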
# * marks the source's active call; other numbers are inactive results; . = no result given. An excerpt, so the mix of outcomes need not match the whole.
# Short keys: A = PG9 Ab binder; B = PRMT1 inh; C = Rev-erbA mod; D = LEDGF integ inh; E = HTRA1 inh; F = TCR-CD3 inh; G = mABHD4 FP; H = rCAG binder; I = TDP2 absorb; J = SIAE primary
1	CCN1CCN(C(=O)CCNC(=O)Cn2cnc3ccccc3c2=O)CC1
  A: -1.0; B: 1.3; C: -2.6; D: -2.2; E: 0.7; F: -1.6; G: 0.0; H: 1.3; I: -5.6; J: 1.4

2	Cc1ccc(OCC(=O)N2CCc3ccccc3C2)c([N+](=O)[O-])n1
  A: 0.1; B: -2.6; C: -1.5; D: 0.6; E: -15.3; F: 3.3; G: 4.3; H: -8.1; I: -17.3; J: 1.7

3	O=C(Nc1nnc(-c2ccccc2F)s1)c1ccccc1F
  A: 13.2*; B: 7.5; C: 23.9*; D: 5.1; E: 21.3; F: 4.7; G: 7.5; H: 0.8; I: 22.2; J: -2.9

4	CC(=O)NC(CC(=O)O)c1ccccc1 (configuration not stated)
  A: -0.8; B: -1.3; C: -0.1; D: 2.2; E: 1.9; F: -0.3; G: 2.9; H: -0.6; I: -1.8; J: -5.1

5	CS(=O)(=O)N1CCCC(C(=O)NCc2ccccc2Cl)C1 (configuration not stated)
  A: -2.9; B: -0.6; C: -1.0; D: -3.1; E: 6.2; F: 2.0; G: 1.7; H: 2.7; I: -2.9; J: 3.8

6	COc1ccc(C(=O)Nc2ccc(F)cc2F)cc1
  A: -0.9; B: -0.3; C: -0.6; D: -1.9; E: 5.9; F: 4.0; G: -5.7; H: -5.2; I: -4.3; J: -1.0

7	CC(=O)N1CCN(Cc2nc3cc(NS(C)(=O)=O)ccc3n2C)CC1
  A: -0.5; B: 0.1; C: 6.5; D: -5.5; E: 2.2; F: -2.4; G: -2.5; H: 1.2; I: -9.6; J: 3.3

8	CCOc1ccc(S(=O)(=O)N/N=C2/CCCC(=O)C2)cc1
  A: -1.1; B: 6.7; C: -1.4; D: 4.5; E: -0.7; F: -0.8; G: 4.5; H: 3.0; I: 0.2; J: 9.8

9	CC1(C(=O)Nc2cccc(Oc3ccccc3)c2)CCN1C1Cc2ccccc2C1 (configuration not stated)
  A: -1.1; B: -1.9; C: -3.1; D: -6.3; E: .; F: -1.0; G: -4.2; H: 5.4; I: 1.4; J: 6.2

10	Cc1nn(CCC(N)=O)c2nc(-c3cccs3)cc(C(F)(F)F)c12
  A: 0.3; B: 0.4; C: -3.2; D: 3.2; E: -7.7; F: -6.3; G: 0.2; H: -5.9; I: -2.5; J: -6.8

11	CCCCCn1c(=O)c2ccccc2n2c(CCl)nnc12
  A: -1.1; B: 4.9; C: 5.3; D: -5.8; E: -1.3; F: -5.7; G: -3.0; H: 3.5; I: 7.3; J: -1.0

12	Cc1nc(-c2ccccc2)sc1-c1n[nH]c(=S)n1C
  A: 1.1; B: -0.5; C: 0.0; D: 0.0; E: 1.8; F: 0.4; G: 2.8; H: -0.3; I: -12.2; J: 9.4

13	O=C(CCCCCN1C(=O)c2cccc3cccc(c23)C1=O)NCc1ccco1
  A: 0.3; B: -2.6; C: 0.1; D: 0.3; E: .; F: 7.2; G: -5.3; H: -2.2; I: -8.5; J: -4.7

14	CCOC(=O)NC(=O)CN1C(=O)NC2(CCc3ccccc32)C1=O (configuration not stated)
  A: -0.8; B: 2.9; C: 1.1; D: -4.3; E: 2.0; F: 2.5; G: -2.9; H: -0.7; I: -4.3; J: 1.6

15	Cc1cc(C)cc(N(CCC#N)C(=O)CSc2ncnc3sccc23)c1
  A: 1.4; B: -2.7; C: -2.1; D: -1.5; E: 5.0; F: -6.1; G: -6.3; H: -4.7; I: -0.9; J: -0.7

16	CCOC(=O)C1(Cc2cccc(OC)c2)CCCN(C(=O)CCN2CCCO2)C1 (configuration not stated)
  A: -0.8; B: -1.3; C: 0.3; D: 3.6; E: 1.5; F: -0.1; G: 0.6; H: -9.6; I: 2.8; J: -0.6

17	O=C(Nc1nccs1)c1cc2c(s1)-c1ccccc1OC2
  A: 0.8; B: -1.0; C: 19.4; D: 0.8; E: -28.3; F: -0.6; G: -22.2; H: 10.0; I: -0.6; J: -26.8

18	CCc1nc2ccccc2c(C(=O)OCCN2C(=O)c3ccccc3C2=O)c1C
  A: -0.5; B: -1.3; C: 4.4; D: 1.0; E: -17.2; F: -9.5; G: -5.4; H: -2.9; I: 4.2; J: 0.5

19	CCn1c(SCC(=O)NCC(=O)Nc2ccc(F)cc2)nnc1-c1ccncc1
  A: 0.9; B: -0.1; C: -3.7; D: -0.7; E: -7.3; F: -1.7; G: 0.0; H: -0.4; I: -8.7; J: -6.4

20	CCCCNS(=O)(=O)c1ccc(OC)cc1
  A: -1.0; B: 1.0; C: 1.6; D: 0.5; E: 0.6; F: 5.6; G: 1.5; H: 1.1; I: -9.3; J: -4.5

21	O=C1CC(c2ccccc2)CN1C(=O)c1cccc([N+](=O)[O-])c1 (configuration not stated)
  A: 0.4; B: 1.5; C: -6.7; D: -1.6; E: -2.9; F: -4.7; G: -5.2; H: -1.4; I: -2.0; J: 1.2

22	CCC[C@@H](OS(N)(=O)=O)[C@@H](Cc1ccccc1)C(=O)OCC
  A: -0.3; B: -2.9; C: -5.7; D: -3.0; E: -14.4; F: 10.3; G: 0.4; H: -1.9; I: -2.8; J: 1.1

23	COc1cc(C2NC(=O)NC(c3ccccc3)=C2C(C)=O)c(Cl)cc1OCC(=O)O (configuration not stated)
  A: 0.6; B: 5.1; C: 1.3; D: -0.8; E: 6.0; F: -4.6; G: -9.1; H: 0.7; I: -14.3; J: -10.3

24	CC(=O)N1CCc2c(sc(NC(=O)c3cccc(N4C(=O)CCC4=O)c3)c2C(N)=O)C1
  A: -0.7; B: -0.7; C: 2.3; D: -3.1; E: -4.5; F: -1.5; G: -5.6; H: 10.8; I: 5.8; J: -14.3

# Profiles, quoted from the list. Order of screens: PG9 Ab binder	PRMT1 inh	Rev-erbA mod	LEDGF integ inh	HTRA1 inh	TCR-CD3 inh	mABHD4 FP	rCAG binder	TDP2 absorb	SIAE primary
# Listed for `CCOC(=O)NC(=O)CN1C(=O)NC2(CCc3ccccc32)C1=O` (configuration not stated) : -0.8	2.9	1.1	-4.3	2.0	2.5	-2.9	-0.7	-4.3	1.6
# Listed for `CCn1c(SCC(=O)NCC(=O)Nc2ccc(F)cc2)nnc1-c1ccncc1` : 0.9	-0.1	-3.7	-0.7	-7.3	-1.7	0.0	-0.4	-8.7	-6.4

# Taken from the results shown for reference:
# Short keys: A = PG9 Ab binder; B = PRMT1 inh; C = Rev-erbA mod; D = LEDGF integ inh; E = HTRA1 inh; F = TCR-CD3 inh; G = mABHD4 FP; H = rCAG binder; I = TDP2 absorb; J = SIAE primary
1	CCN1CCN(C(=O)CCNC(=O)Cn2cnc3ccccc3c2=O)CC1
  A: -1.0; B: 1.3; C: -2.6; D: -2.2; E: 0.7; F: -1.6; G: 0.0; H: 1.3; I: -5.6; J: 1.4

2	Cc1ccc(OCC(=O)N2CCc3ccccc3C2)c([N+](=O)[O-])n1
  A: 0.1; B: -2.6; C: -1.5; D: 0.6; E: -15.3; F: 3.3; G: 4.3; H: -8.1; I: -17.3; J: 1.7

3	O=C(Nc1nnc(-c2ccccc2F)s1)c1ccccc1F
  A: 13.2*; B: 7.5; C: 23.9*; D: 5.1; E: 21.3; F: 4.7; G: 7.5; H: 0.8; I: 22.2; J: -2.9

# Bioassay records as filed in PubChem BioAssay.
